Screening data: PubChem BioAssay, several laboratories
Salmonella PhoP GFP – inhibitors of PhoP regulon expression, primary screen, Salmonella Typhimurium, GFP reporter (AID 1863). S. Typhimurium PhoP-regulated promoter GFP reporter, 4 h; higher % means a stronger effect. inhibition, % at 50 µM; hits with a dose series show IC50 in µM. actives 0.16% (n = 300,000);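 active means inhibition over 29.93%, a cutoff 3 SD above the screen mean, later confirmed by dose response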;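 further: 0% = low Mg2+ inducing control and 100% = high Mg2+ repressing control; strong numbers were not always called active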
T cell modulator – T cell immune modulation candidate; 2C CD8+ T cell-vesicle binding, flow cytometry; hits give low values; calls only at 7 µM; actives 0.068% (n = 330,000);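 active means response, share of CD8 T cells binding vesicles, and their 90th percentile fluorescence all below set limits, cut at about 80% in these data, passing the limit was not always enough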
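Also added: QL9-peptide-loaded Drosophila micro-vesicles bearing Ld, ICAM-1 and B7-1; Test system: purified 2C TCR transgenic mouse naive CD8+ T cells; Measured by: cytometric PE anti-B7-1 and Alexa647 anti-CD8 signals after 1% paraformaldehyde fixation; Timing: binding step 1.5 h, 37 °C, antibody labelling 20 min, ice.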
MT stabilize HCS – microtubule stabilizers in HeLa cells; actives 0.83% (n = 200,000); HeLa tubulin immunostaining HCS, 24 h; share of cells brighter than vehicle mean+2SD; % tubulin-high responders, % at 10 µM;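 active means plate Z-score above 3 for both tubulin-high and condensed-nucleus cell shares, with cell loss under 80%, at 10 µM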;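 further: anti alpha tubulin signal scored within the nucleus-defined area of each cell; some results filed as inactive read as strong as hits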
bCat nuc transl – beta-catenin nuclear translocation modulation; HeLa beta-catenin nuclear translocation, immunofluorescence imaging; nuclear translocation activity, % at 5 µM; actives 0.3% (n = 190,000); AID 1665;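 active means nuclear translocation activity above 50% at 5 µM, with a well cell count of 50 or more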;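 further: per-cell ratio of nuclear to cytoplasmic median beta-catenin stain intensity; plate controls were DMSO negative control for no effect and GSK-3 inhibitor IX positive control for full effect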
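Technique: fluorescence imaging of beta-catenin antibody stain plus DAPI / Material: human HeLa cell line / Incubation: compound treatment 24 h, 37°C, 5% CO2 / Read-out basis: % activation of per-cell nuclear versus cytoplasmic median beta-catenin signal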
Autophagy HCS – autophagy modulation, high-content screen. MEF GFP-LC3 puncta imaging; test concentration mostly 10 µM. calls only at 10 µM (by protocol). actives 0.98% (n = 190,000). AID 463193;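 active means percentage of spot-positive cells more than 3 SD above its plate mean, without a fluorescence outlier flag or 80% toxicity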;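 further: spot-positive cell cutoff set from DMSO-treated cells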
ER stress rescue – rescue of cells from ER stress-induced death, primary screen, 384-well, CSM14.1, thapsigargin, ATP luminescence (AID 1222). CSM14.1 thapsigargin-induced death rescue, ATP luminescence; higher % means a stronger effect. one-dose cellular ATP content (survival), % at 20 µM; EC50 in µM for titrated hits. 190,000 tested, under 10 active;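 active means EC50 below 50 µM in the dose-response confirmation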;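 further: death triggered by thapsigargin at about 15 µM added after 2 h compound pretreatment; cell ATP read after overnight thapsigargin exposure of roughly 18 to 22 hours; normalized against plate controls of thapsigargin alone and 5% DMSO vehicle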
Dynein cargo inh – dynein cargo transport inhibition; 3617.4 mouse cells, GR-EGFP nuclear translocation imaging; test concentration mostly 20 µM; stimulated with dexamethasone, 1 µM; hits give low values; z-score, hits read low; actives 0.47% (n = 220,000); AID 1381;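 active means plate z-score of nuclear minus cytoplasmic receptor signal below a set negative limit, without overly bright fluorescence or cell loss, cut at about -3.5 in these data, passing the limit was not always enough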;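 further: z-score of nuclear minus cytoplasmic ring GR-EGFP intensity difference per well; some compounds called inactive have numbers as strong as hits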
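Buffer or medium: tet-free, stripped-serum medium; reagent: dexamethasone at 1.0 µM final, 30 min; incubation: 48 h induction, 1 h compound, 30 min dex at 37 °C; measured by: formaldehyde fixation, Hoechst nuclear stain, 10x automated fluorescence imaging; read-out: nuclear-to-cytoplasmic GR-EGFP distribution per well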
Insulin prom up – MIN6 insulin promoter up-regulation; z-score at 5 µM; MIN6 insulin promoter-GFP reporter, high-content imaging; hits give high values; actives 0.3% (n = 190,000);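 active means z-score above 3 at 5 µM with at least 500 cells counted in the well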
Hep lipid drop – modulators of hepatic lipid droplet formation; inhibition, % at 6.5 µM; actives 0.4% (n = 240,000); AML12 mouse hepatocytes, oleate lipid droplets, BODIPY imaging;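 active means lipid droplet intensity inhibited by at least 50%, with more than 500 cells counted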
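System: AML12 hepatocytes (mouse). Probe or stimulus: oleic acid at 100 µM to induce lipid droplet formation. Times: overnight treatment with compound plus oleate. Detection: Image-based BODIPY and DAPI two-channel analysis. Evaluation: percent inhibition of filter-corrected integrated lipid droplet intensity per well.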
Dynein cargo inh cytoplasmic EGFP – second read-out of Dynein cargo inh, no call of its own (marks repeat the call); z-score; measured here: cytoplasmic GR-EGFP intensity; hits give high values
Dynein cargo inh nuclear GR-EGFP – second read-out of Dynein cargo inh, no call of its own (marks repeat the call); z-score; measured here: nuclear GR-EGFP intensity;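 lower value marks the stronger effect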
Dynein cargo inh cell count – second read-out of Dynein cargo inh, no call of its own (marks repeat the call); z-score; measured here: cell count per field
Insulin prom up cell count – also measured in Insulin prom up; calls as there; cell count; measured here: cytotoxicity, nuclei count;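 total cells summed across four imaged fields per well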
Hep lipid drop cells 6.5 µM – recorded beside Hep lipid drop, whose call it bears; cell count; measured here: cell count, cytotoxicity flag;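 cells counted across two imaged fields per well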
bCat nuc transl cell count 5 µM – second read-out of bCat nuc transl, no call of its own (marks repeat the call); cell count; measured here: cell count, cytotoxicity flag
T cell modulator vesicle-bound % – recorded beside T cell modulator, whose call it bears; double positive events, %; measured here: CD8+ vesicle-bound cell fraction;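 binding gate set so that unloaded-vesicle control wells show 10% double positive cells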
MT stabilize HCS Hoechst-high % – further read-out of MT stabilize HCS, marked with its call; % Hoechst-high responders; measured here: nuclear condensation Hoechst responders;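 share of cells brighter than vehicle mean plus two SD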
MT stabilize HCS cytotoxicity % – recorded beside MT stabilize HCS, whose call it bears; toxicity, %; measured here: cytotoxicity by cell density;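 0% = mean cell density of plate MIN control wells and 100% = no cells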
Autophagy HCS cell loss 18 h – recorded beside Autophagy HCS, whose call it bears; toxicity, %; measured here: cell loss, nuclei count;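 cell loss after 18 h compound exposure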
Numbers without * were called inactive; i = inactive; / = not tested or not shown; + = active, no number. No enrichment for hits (roughly 3% active in at least one column).

SMILES	Salmonella PhoP GFP	T cell modulator	T cell modulator vesicle-bound %	MT stabilize HCS	MT stabilize HCS Hoechst-high %	MT stabilize HCS cytotoxicity %	bCat nuc transl	bCat nuc transl cell count 5 µM	Autophagy HCS	Autophagy HCS cell loss 18 h	ER stress rescue	Dynein cargo inh	Dynein cargo inh cytoplasmic EGFP	Dynein cargo inh nuclear GR-EGFP	Dynein cargo inh cell count	Insulin prom up	Insulin prom up cell count	Hep lipid drop	Hep lipid drop cells 6.5 µM
CCOC(=O)c1ccc(Cl)c(S(=O)(=O)N2CCCC2)c1	1%	i	28	1.0	1.7	0.9	-1.8	1069	i	24	-2.4%	-0.089	-0.22	0.046	0.04	-0.7	1563	-5	691
O=C(Oc1ccc(Cl)c2cccnc12)N1CCCCCC1	-6%	i	36	3.2	2.6	4.1	1.6	521	i	-12	-3.8%	-0.64	-0.14	-0.081	-1	/	/	-2	728
O=C(Nc1ccccc1N1CCN(c2ccc(F)cc2)CC1)C12CC3CC(CC(C3)C1)C2	0%	i	53	2.8	1.9	4.8	-0.3	1021	i	-4	-1.5%	-0.28	-0.13	-0.19	0.3	/	/	-13	736
COc1ccc(/C=N/NC(=O)c2cccc(COCC(F)(F)C(F)F)c2)cc1	-9%	i	62	3.3	2.3	2.9	/	/	i	10	-1.7%	-0.33	-0.28	-0.25	0.023	0.06	1344	-5	710
CCN1CCN(c2ccc(S(=O)(=O)N(CC)CC)cc2[N+](=O)[O-])CC1	2%	i	29	1.5	2.2	6.1	1.3	898	i	12	-1.0%	-0.88	0.83	-0.7	0.84	-0.24	1294	7	662
CCOC(=O)CN1C(=N)N(c2nc(NC(C)C)nc(OC)n2)CC1=O	-9%	i	19	/	/	/	-1.7	1322	/	/	/	0.72	-0.28	0.32	0.6	0.06	1087	1	601
COc1ccccc1-c1ccc(/C=C2/C=C(C)OC2=O)o1	4%	i	46	2.1	2.6	2.9	3.0	599	i	19	-2.8%	1.1	0.43	1.9	-0.91	0.93	1297	-3	744
Cc1cccc(C)c1NC(=O)N1C(C(=O)O)CSC1C(=O)O (stereo unspecified)	7%	i	32	1.9	1.3	6.1	1.1	1099	i	0	-1.1%	2.2	-0.097	0.73	-2.1	0.58	1847	-2	666
O=C(Nc1ccccc1Cl)Oc1ccc(Cl)cc1Cl	-3%	+	5.0*	/	/	/	0.1	1102	/	/	/	1.7	-0.2	0.6	-1.1	-0.22	1560	-8	873
CC(C)NC(=O)c1onc(CSc2ccc(F)cc2)c1C(=O)O	20%	/	/	3.1	2.5	8.7	0.2	1360	i	-2	3.6%	0.56	-0.19	-0.53	-0.66	0.65	1356	/	/
S=C(NCc1ccccc1)NCc1ccccc1	-4%	i	36	2.1	2.6	8.4	-0.3	1011	i	8	2.2%	-0.59	-0.29	-0.36	1.1	/	/	-2	809

Some of these compounds in order of length of the SMILES, rising.
SMILES	Salmonella PhoP GFP	T cell modulator	T cell modulator vesicle-bound %	MT stabilize HCS	MT stabilize HCS Hoechst-high %	MT stabilize HCS cytotoxicity %	bCat nuc transl	bCat nuc transl cell count 5 µM	Autophagy HCS	Autophagy HCS cell loss 18 h	ER stress rescue	Dynein cargo inh	Dynein cargo inh cytoplasmic EGFP	Dynein cargo inh nuclear GR-EGFP	Dynein cargo inh cell count	Insulin prom up	Insulin prom up cell count	Hep lipid drop	Hep lipid drop cells 6.5 µM
S=C(NCc1ccccc1)NCc1ccccc1	-4%	i	36	2.1	2.6	8.4	-0.3	1011	i	8	2.2%	-0.59	-0.29	-0.36	1.1	/	/	-2	809
O=C(Nc1ccccc1Cl)Oc1ccc(Cl)cc1Cl	-3%	+	5.0*	/	/	/	0.1	1102	/	/	/	1.7	-0.2	0.6	-1.1	-0.22	1560	-8	873
COc1ccccc1-c1ccc(/C=C2/C=C(C)OC2=O)o1	4%	i	46	2.1	2.6	2.9	3.0	599	i	19	-2.8%	1.1	0.43	1.9	-0.91	0.93	1297	-3	744
CCOC(=O)c1ccc(Cl)c(S(=O)(=O)N2CCCC2)c1	1%	i	28	1.0	1.7	0.9	-1.8	1069	i	24	-2.4%	-0.089	-0.22	0.046	0.04	-0.7	1563	-5	691
Cc1cccc(C)c1NC(=O)N1C(C(=O)O)CSC1C(=O)O (stereo unspecified)	7%	i	32	1.9	1.3	6.1	1.1	1099	i	0	-1.1%	2.2	-0.097	0.73	-2.1	0.58	1847	-2	666
CCOC(=O)CN1C(=N)N(c2nc(NC(C)C)nc(OC)n2)CC1=O	-9%	i	19	/	/	/	-1.7	1322	/	/	/	0.72	-0.28	0.32	0.6	0.06	1087	1	601
COc1ccc(/C=N/NC(=O)c2cccc(COCC(F)(F)C(F)F)c2)cc1	-9%	i	62	3.3	2.3	2.9	/	/	i	10	-1.7%	-0.33	-0.28	-0.25	0.023	0.06	1344	-5	710
CCN1CCN(c2ccc(S(=O)(=O)N(CC)CC)cc2[N+](=O)[O-])CC1	2%	i	29	1.5	2.2	6.1	1.3	898	i	12	-1.0%	-0.88	0.83	-0.7	0.84	-0.24	1294	7	662
O=C(Nc1ccccc1N1CCN(c2ccc(F)cc2)CC1)C12CC3CC(CC(C3)C1)C2	0%	i	53	2.8	1.9	4.8	-0.3	1021	i	-4	-1.5%	-0.28	-0.13	-0.19	0.3	/	/	-13	736

Some values from the list:
Entry for `COc1ccc(/C=N/NC(=O)c2cccc(COCC(F)(F)C(F)F)c2)cc1` in Hep lipid drop cells 6.5 µM: 710
Entry for `O=C(Nc1ccccc1N1CCN(c2ccc(F)cc2)CC1)C12CC3CC(CC(C3)C1)C2` in Dynein cargo inh cell count: 0.3
